# Assay outcomes deposited in PubChem by Broad Institute.
# TcdB inh = TcdB glycohydrolase inhibitors, primary screen, biochemical, single point, plate reader; Toxin B (Clostridioides difficile), P18177; AID 652162, 2013; inhibition, % at 9.99 µM; TcdB glycohydrolase enzymatic assay; 350,000 compounds, 0.24% hits; in the data active means inhibition above about 10%
# Target sequence (P18177 whole entry, looked up): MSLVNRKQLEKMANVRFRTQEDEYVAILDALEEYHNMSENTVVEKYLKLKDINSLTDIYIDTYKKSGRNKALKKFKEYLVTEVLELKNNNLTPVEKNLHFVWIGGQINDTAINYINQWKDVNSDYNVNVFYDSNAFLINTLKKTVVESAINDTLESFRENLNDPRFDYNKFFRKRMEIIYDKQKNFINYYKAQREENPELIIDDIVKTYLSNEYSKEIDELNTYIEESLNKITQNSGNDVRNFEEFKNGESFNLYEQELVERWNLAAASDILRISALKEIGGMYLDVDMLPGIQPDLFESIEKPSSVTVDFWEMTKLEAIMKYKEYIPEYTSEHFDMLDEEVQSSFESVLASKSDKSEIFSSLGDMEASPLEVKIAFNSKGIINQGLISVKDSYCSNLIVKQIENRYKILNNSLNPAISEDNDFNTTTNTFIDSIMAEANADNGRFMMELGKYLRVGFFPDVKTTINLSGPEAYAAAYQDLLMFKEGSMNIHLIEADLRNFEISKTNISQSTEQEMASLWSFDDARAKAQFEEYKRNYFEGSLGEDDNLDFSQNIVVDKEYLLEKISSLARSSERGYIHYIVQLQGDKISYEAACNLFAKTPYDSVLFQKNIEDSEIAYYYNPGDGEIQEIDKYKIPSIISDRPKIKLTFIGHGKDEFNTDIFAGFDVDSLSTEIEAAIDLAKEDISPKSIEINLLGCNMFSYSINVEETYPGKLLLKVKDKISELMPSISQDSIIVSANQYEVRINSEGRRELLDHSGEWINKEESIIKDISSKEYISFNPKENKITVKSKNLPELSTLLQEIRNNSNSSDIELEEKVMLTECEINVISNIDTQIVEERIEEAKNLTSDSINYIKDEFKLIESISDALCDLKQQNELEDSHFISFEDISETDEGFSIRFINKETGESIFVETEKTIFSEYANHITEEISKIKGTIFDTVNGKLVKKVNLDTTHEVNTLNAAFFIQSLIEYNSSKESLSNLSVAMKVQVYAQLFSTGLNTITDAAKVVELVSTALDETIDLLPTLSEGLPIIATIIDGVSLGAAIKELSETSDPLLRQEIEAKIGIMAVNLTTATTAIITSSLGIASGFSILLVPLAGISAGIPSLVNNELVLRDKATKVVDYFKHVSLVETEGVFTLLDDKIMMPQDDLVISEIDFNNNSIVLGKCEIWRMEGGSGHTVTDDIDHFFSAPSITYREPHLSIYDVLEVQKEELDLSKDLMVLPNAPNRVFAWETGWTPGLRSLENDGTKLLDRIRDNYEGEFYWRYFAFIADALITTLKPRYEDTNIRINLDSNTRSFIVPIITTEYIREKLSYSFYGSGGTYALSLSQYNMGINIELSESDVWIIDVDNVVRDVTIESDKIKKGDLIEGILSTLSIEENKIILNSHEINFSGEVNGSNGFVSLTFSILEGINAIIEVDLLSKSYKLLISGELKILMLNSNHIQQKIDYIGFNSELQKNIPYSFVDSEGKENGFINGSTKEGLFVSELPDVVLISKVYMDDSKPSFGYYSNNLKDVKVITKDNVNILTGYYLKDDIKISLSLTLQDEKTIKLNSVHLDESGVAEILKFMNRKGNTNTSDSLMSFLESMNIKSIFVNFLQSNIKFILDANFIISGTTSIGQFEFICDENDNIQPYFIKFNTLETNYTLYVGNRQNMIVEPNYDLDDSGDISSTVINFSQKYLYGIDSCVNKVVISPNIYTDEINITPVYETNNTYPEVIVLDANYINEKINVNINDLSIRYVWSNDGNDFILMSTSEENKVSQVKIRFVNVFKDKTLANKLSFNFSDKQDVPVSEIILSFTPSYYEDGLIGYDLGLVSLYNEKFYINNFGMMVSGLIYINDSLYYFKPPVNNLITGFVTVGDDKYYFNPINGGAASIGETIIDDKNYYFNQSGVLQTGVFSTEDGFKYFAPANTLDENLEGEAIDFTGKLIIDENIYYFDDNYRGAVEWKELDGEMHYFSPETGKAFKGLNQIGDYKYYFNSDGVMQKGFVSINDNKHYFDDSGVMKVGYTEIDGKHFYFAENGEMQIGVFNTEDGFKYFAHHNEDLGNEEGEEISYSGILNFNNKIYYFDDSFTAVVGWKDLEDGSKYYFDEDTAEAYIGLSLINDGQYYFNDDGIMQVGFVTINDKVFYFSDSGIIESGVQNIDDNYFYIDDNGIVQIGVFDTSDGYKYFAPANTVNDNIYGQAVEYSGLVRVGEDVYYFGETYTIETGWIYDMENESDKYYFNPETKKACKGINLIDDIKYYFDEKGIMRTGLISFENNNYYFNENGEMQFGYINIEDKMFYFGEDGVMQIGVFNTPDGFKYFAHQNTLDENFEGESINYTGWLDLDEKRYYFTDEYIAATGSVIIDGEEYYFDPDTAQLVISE
# Numbers without * were called inactive; & = joins results of further samples. Only part of the results is shown, so the mix of outcomes need not match the whole.
no.	compound	TcdB inh
1	CC(=O)N1CCCCN2[C@H](CO)[C@@H](c3ccc(-c4ccc(C)cc4)cc3)[C@H]2C1	0.6
2	O=C(Nc1cccc(F)c1)N1[C@@H]2CNC[C@H]1C2c1ccc(-c2cccnc2)cc1 (some centres undefined)	-1.1&-2.4
3	CO[C@@H]1CN(C)C(=O)c2cc(NC(=O)c3cccc(F)c3)ccc2OC[C@@H](C)N(C)C[C@H]1C	0.0
4	Cc1ccc(S(=O)(=O)N(C)C[C@@H]2OCCCC[C@@H](C)Oc3ccc(NS(=O)(=O)c4cccs4)cc3C(=O)N([C@@H](C)CO)C[C@H]2C)cc1	-2.0
5	CO[C@@H]1CN(C)C(=O)c2cc(NC(=O)C3CCOCC3)ccc2OC[C@H](C)NC[C@@H]1C	-0.6
6	C[C@@H]1CN([C@H](C)CO)C(=O)c2cc(NS(=O)(=O)c3cccs3)ccc2O[C@@H]1CN(C)C(=O)Nc1ccc(C(F)(F)F)cc1	-0.5
7	COc1ccccc1NC(=O)N[C@H]1CC[C@H](CCNC(=O)c2ccc3c(c2)OCO3)O[C@H]1CO	-0.1
8	C[C@H]1CCCCO[C@H](CN(C)C(=O)Nc2cccc3ccccc23)[C@@H](C)CN([C@@H](C)CO)C(=O)c2cc(NS(=O)(=O)c3ccc(F)cc3)ccc2O1	0.3
9	COC(=O)C[C@@H]1CC[C@@H]2[C@@H](COc3ccc(NC(=O)c4cccc(OC)c4)cc3C(=O)N2C)O1	2.6
10	C[C@H]1CN([C@@H](C)CO)S(=O)(=O)c2ccc(C#Cc3ccncc3)cc2O[C@@H]1CN(C)C(=O)c1ccncc1	0.9
11	C[C@@H]1CN([C@@H](C)CO)C(=O)c2cc(NC(=O)Nc3cccc4ccccc34)ccc2O[C@@H](C)CCCCO[C@@H]1CN(C)S(=O)(=O)c1ccc(F)cc1	-0.7
12	COc1ccccc1C(=O)N1C[C@@H]2[C@H](c3ccccc31)[C@H](CO)N2C(=O)C1CCCCC1	-0.1
13	O=C(NC1CCC1)[C@H]1[C@H](CO)[C@H]2Cn3c(ccc(-c4ccccc4F)c3=O)[C@H]2N1Cc1cocn1	-0.5
14	C[C@H](CO)N1C[C@H](C)[C@H](CN(C)Cc2ccc(C(=O)O)cc2)Oc2ccc(NC(=O)NC3CCCCC3)cc2C1=O	-0.2
15	CC(C)CC#Cc1ccc2c(c1)O[C@H](CN(C)C(=O)c1ccncc1)[C@H](C)CN([C@@H](C)CO)S2(=O)=O	-0.2
16	COc1ccc(NC(=O)N(C)C[C@@H]2Oc3cc(C#CCN(C)C)ccc3S(=O)(=O)N([C@H](C)CO)C[C@@H]2C)cc1	-1.0
17	CCCC#Cc1ccc2c(c1)O[C@@H](CN(C)Cc1cncnc1)[C@@H](C)CN([C@@H](C)CO)S2(=O)=O	-0.6
18	COCC#Cc1ccc2c(c1)O[C@H](CN(C)Cc1cccnc1)[C@@H](C)CN([C@@H](C)CO)S2(=O)=O	0.5
19	CCCNC(=O)N1CC2(CN(Cc3nccs3)C2)c2c([nH]c3cc(OC)ccc23)[C@H]1CO	-1.2
20	C[C@@H]1CCCCO[C@H](CN(C)S(=O)(=O)c2cn(C)cn2)[C@@H](C)CN([C@H](C)CO)C(=O)c2cc(NC(=O)Nc3ccccc3)ccc2O1	0.0
21	CC(C)C#Cc1cnc2c(c1)C(=O)N([C@H](C)CO)C[C@@H](C)[C@H](CN(C)Cc1ccc3c(c1)OCO3)O2	-1.2
22	O=C(NCc1ccc(F)cc1)[C@H]1[C@H](CO)[C@H]2Cn3c(cccc3=O)[C@H]2N1CC1CC1	0.4
23	O=C(C[C@H]1CC[C@H](NC(=O)CC2CC2)[C@H](CO)O1)NCc1ccc(Cl)cc1	0.5
24	C[C@@H]1CN([C@H](C)CO)C(=O)Cc2cc(NC(=O)Cn3cnnn3)ccc2O[C@@H]1CN(C)S(=O)(=O)c1ccccc1	0.6
25	C/C=C/c1ccc2c(c1)O[C@H](CN(C)C(=O)Cc1ccccn1)[C@H](C)CN([C@@H](C)CO)S2(=O)=O	-1.2
26	C[C@H](CO)N1C[C@H](C)[C@@H](CN(C)C(=O)Nc2ccccc2)Oc2c(NC(=O)c3cnccn3)cccc2C1=O	-3.4
27	O=C(Nc1ccccc1F)N1C[C@@H]2[C@H](c3ccccc31)[C@@H](CO)N2C(=O)C1CCCC1	-3.5
28	Cc1noc(C)c1S(=O)(=O)Nc1ccc2c(c1)C(=O)N([C@@H](C)CO)C[C@H](C)[C@@H](CN(C)C(=O)Nc1ccc3c(c1)OCO3)OCCCC[C@H](C)O2	-0.3
29	C[C@@H]1CN([C@H](C)CO)C(=O)c2cccc(NS(=O)(=O)c3ccc(F)cc3)c2O[C@@H]1CN(C)Cc1ccccc1	0.5
30	C[C@H](CO)N1C[C@H](C)[C@H](CN(C)C(=O)Cc2ccncc2)Oc2ncc(C#CC3(O)CCCC3)cc2C1=O	1.7
31	O=C(NC1CCCCC1)N[C@@H]1CC[C@H](CC(=O)N2CCOCC2)O[C@H]1CO	-1.3
32	CO[C@H]1CN(C)C(=O)c2cc(NC(=O)NC(C)C)ccc2OC[C@H](C)N(Cc2ccccn2)C[C@H]1C	-1.0
33	Cc1noc(C)c1NC(=O)N(C)C[C@H]1Oc2ncc(C#CC(C)C)cc2C(=O)N([C@H](C)CO)C[C@@H]1C	0.3
34	C[C@H]1CN([C@@H](C)CO)C(=O)CCCn2nncc2CO[C@@H]1CN(C)C(=O)Nc1cccc(C(F)(F)F)c1	-0.2
35	CCC(=O)N1[C@@H](CO)[C@@H](c2ccccc2)[C@@H]1CNC(=O)CN1CCOCC1	-1.4
36	O=C(N[C@@H]1C=C[C@@H](CC(=O)N2CCN(c3ccccc3)CC2)O[C@@H]1CO)c1ccncc1	-14
37	C[C@@H]1CN([C@H](C)CO)C(=O)c2cc(NC(=O)Nc3ccccc3)ccc2O[C@@H]1CN(C)Cc1ccc(C(=O)O)cc1	1.0
38	O=C(N[C@H]1C=C[C@H](CC(=O)N2CCOCC2)O[C@H]1CO)c1ccccn1	-0.9
39	CC(C)NC(=O)N(C)C[C@@H]1Oc2ccc(NS(=O)(=O)c3ccccc3)cc2CC(=O)N([C@H](C)CO)C[C@H]1C	1.4
40	CC(C)C#Cc1ccc([C@@H]2[C@@H](C#N)N(C(=O)C3CC3)[C@H]2CO)cc1	2.3

# Arranged by molar mass (ascending): 3 of the compounds above
no.	compound	TcdB inh
31	O=C(NC1CCCCC1)N[C@@H]1CC[C@H](CC(=O)N2CCOCC2)O[C@H]1CO	-1.3
29	C[C@@H]1CN([C@H](C)CO)C(=O)c2cccc(NS(=O)(=O)c3ccc(F)cc3)c2O[C@@H]1CN(C)Cc1ccccc1	0.5
24	C[C@@H]1CN([C@H](C)CO)C(=O)Cc2cc(NC(=O)Cn3cnnn3)ccc2O[C@@H]1CN(C)S(=O)(=O)c1ccccc1	0.6

# A second format for part of the listing above.
[16] COc1ccc(NC(=O)N(C)C[C@@H]2Oc3cc(C#CCN(C)C)ccc3S(=O)(=O)N([C@H](C)CO)C[C@@H]2C)cc1
  TcdB inh: -1.0
[35] CCC(=O)N1[C@@H](CO)[C@@H](c2ccccc2)[C@@H]1CNC(=O)CN1CCOCC1
  TcdB inh: -1.4

# An excerpt of these results, field by field:
33. Cc1noc(C)c1NC(=O)N(C)C[C@H]1Oc2ncc(C#CC(C)C)cc2C(=O)N([C@H](C)CO)C[C@@H]1C
  TcdB inh: 0.3

10. C[C@H]1CN([C@@H](C)CO)S(=O)(=O)c2ccc(C#Cc3ccncc3)cc2O[C@@H]1CN(C)C(=O)c1ccncc1
  TcdB inh: 0.9

# Other records follow:
no.	compound	TcdB inh
41	O=C(C1CCC1)N1CCCCN2[C@H](CO)[C@@H](c3ccc(-c4cccc(F)c4)cc3)[C@H]2C1	0.5
42	C[C@@H]1CCCCO[C@H](CN(C)C(=O)Nc2ccc(C(F)(F)F)cc2)[C@H](C)CN([C@H](C)CO)C(=O)c2cc(NS(=O)(=O)c3ccc(Cl)cc3)ccc2O1	0.5
43	C[C@H](O)C#Cc1cnc2c(c1)C(=O)N([C@@H](C)CO)C[C@H](C)[C@H](CN(C)Cc1cccc(F)c1)O2	0.1
44	N#C[C@H]1N[C@@H](CO)[C@@H]1c1ccc(-c2cccc(F)c2)cc1	-1.9
45	COCC(=O)Nc1ccc2c(c1)OC[C@@H](C)N(C(=O)c1cnccn1)C[C@@H](C)[C@@H](OC)CN(C)C2=O	-0.5
46	CS(=O)(=O)N1CCCCN2[C@H](CO)[C@@H](c3ccc(-c4cccc(C#N)c4)cc3)[C@@H]2C1	-0.1
47	O=C(C[C@@H]1C=C[C@@H](NC(=O)C2CCC2)[C@H](CO)O1)NC1CCC1	-6.7
48	COc1ccc(NC(=O)N2C[C@@H](O)COC[C@H]3O[C@H](CC(=O)NCc4ccccc4OC)CC[C@@H]32)cc1	0.5
49	CO[C@@H]1CN(C)C(=O)c2ccc(NC(=O)C3CC3)cc2OC[C@@H](C)N(Cc2cc(F)ccc2F)C[C@H]1C	0.4
50	Cc1noc(C)c1NC(=O)N(C)C[C@H]1Oc2ccc(NC(=O)Cc3cn(C)c4ccccc34)cc2CC(=O)N([C@H](C)CO)C[C@@H]1C	-0.8
51	C[C@H](CO)N1C[C@H](C)[C@@H](CN(C)S(C)(=O)=O)OCCCC[C@H](C)Oc2ccc(NS(=O)(=O)c3ccc(Cl)cc3)cc2C1=O	1.8
52	COc1cccc(NC(=O)N[C@@H]2C=C[C@@H](CC(=O)NCc3ccncn3)O[C@H]2CO)c1	-2.1
53	O=C(Nc1ccc2c(c1)OCO2)N[C@H]1CC[C@H](CCNC(=O)C2CCCCC2)O[C@@H]1CO	-0.4
54	COc1cccc(-c2ccc3c(c2)[C@@H]2[C@@H](CCN2C(=O)NC2CCCC2)[C@H](CO)N3C)c1	0.5
55	O=C(C[C@@H]1CC[C@H]2[C@@H](COC[C@@H](O)CN2C(=O)Nc2ccc(Cl)cc2)O1)NCC1CC1	-0.5
56	CO[C@H]1CN(C)C(=O)c2ccc(NC(=O)Nc3cc(F)ccc3F)cc2OC[C@@H](C)N(C(=O)c2ccccn2)C[C@H]1C	0.7
57	Cc1ccc(S(=O)(=O)N[C@H]2CC[C@H](CC(=O)O)O[C@H]2CO)cc1	-1.1
58	COc1ccccc1S(=O)(=O)N[C@H]1CC[C@H](CC(=O)N2CCOCC2)O[C@@H]1CO	-0.5
59	C/C=C/c1ccc([C@@H]2[C@@H](CO)N3CCCCN(S(=O)(=O)c4ccc(OC)cc4)C[C@@H]23)cc1	-0.1
60	Cc1ccc(S(=O)(=O)Nc2ccc3c(c2)C(=O)N([C@@H](C)CO)C[C@@H](C)[C@H](CN(C)S(=O)(=O)c2ccc(Cl)cc2)O3)cc1	0.2
61	COc1ccc(S(=O)(=O)N[C@H]2CC[C@H](CC(=O)N3CCC(Cc4ccccc4)CC3)O[C@H]2CO)cc1	-0.1
62	COc1ccc2c3c([nH]c2c1)[C@H](CO)N(C(=O)c1cccnc1)CC31CCN(Cc2ccccc2)CC1	0.5
63	C[C@@H]1CCCCO[C@H](CN(C)C(=O)Nc2cccc3ccccc23)[C@H](C)CN([C@H](C)CO)C(=O)c2cc(NS(=O)(=O)c3cccs3)ccc2O1	-3.1
64	C[C@@H]1CCCCO[C@H](CN(C)Cc2ccc(C(F)(F)F)cc2)[C@@H](C)CN([C@@H](C)CO)C(=O)c2cc(NS(=O)(=O)c3ccc(Cl)cc3)ccc2O1	-0.1
65	CO[C@@H]1CN(C)C(=O)c2ccc(NC(=O)C3CC3)cc2OC[C@H](C)N(C(=O)Cc2ccccn2)C[C@H]1C	-0.6
66	COc1cccc(NC(=O)N2CC(=O)N3[C@@H](CO)[C@H](c4ccc(Br)cc4)[C@@H]3C2)c1	-1.4
67	CCCN1[C@H](C(=O)N(C)C)[C@@H](CO)[C@@H]2Cn3c(ccc(-c4ccccc4)c3=O)[C@@H]21	-1.6
68	CO[C@H]1CC[C@H]2CCN(C)C(=O)C[C@@H](c3ccccc3)CN(C)C(=O)c3cccc(C#N)c3OC[C@@H]1O2	0.9
69	C[C@H]1CN([C@@H](C)CO)C(=O)c2cccc(NC(=O)Nc3ccc(F)cc3)c2O[C@H]1CN(C)S(=O)(=O)c1ccccc1	0.8
70	C[C@@H]1CCCCO[C@H](CN(C)C(=O)Nc2ccc(C(F)(F)F)cc2)[C@H](C)CN([C@@H](C)CO)C(=O)c2cc(NS(=O)(=O)c3ccc(Cl)cc3)ccc2O1	0.2
71	C[C@H]1CN([C@@H](C)CO)C(=O)c2cccc(NC(=O)c3cnccn3)c2O[C@H]1CN(C)C(=O)Nc1ccc(C(F)(F)F)cc1	0.5
72	COc1ccc(NC(=O)N(C)C[C@@H]2Oc3ccc(NC(=O)C4CCCCC4)cc3CC(=O)N([C@H](C)CO)C[C@@H]2C)cc1	-0.1
73	COCC#Cc1cnc2c(c1)C(=O)N([C@@H](C)CO)C[C@H](C)[C@@H](CN(C)Cc1ccccc1)O2	1.2
74	COc1ccc2c3c(n(C)c2c1)[C@@H](CO)N(C(=O)CN1CCOCC1)CC31CN(C(C)=O)C1	-0.7
75	CO[C@H]1CN(C)C(=O)c2ccc(NC(C)=O)cc2OC[C@H](C)N(Cc2ccccn2)C[C@H]1C	0.0
76	O=S(=O)(c1ccc(F)cc1)N1CCCCN2[C@H](C1)[C@@H](c1ccc(-c3ccccc3)cc1)[C@@H]2CO	-0.4
77	Cc1ccc(S(=O)(=O)Nc2ccc3c(c2)C(=O)N(C)[C@@H]2CC[C@H](CC(=O)O)O[C@@H]2CO3)cc1	-0.4
78	N#C[C@@H]1[C@@H](c2ccc(C#CC3CC3)cc2)[C@H](CO)N1C(=O)c1cccc(F)c1	-0.6
79	CN1[C@@H]2c3ccc(-c4ccccc4)c(=O)n3C[C@H]1[C@H](CO)[C@H]2C(=O)NC1CCCCC1	0.4
80	COc1ccc2c3c(n(C)c2c1)[C@@H](CO)N(C(C)=O)CC31CN(Cc2nccs2)C1	-3.3
81	O=C(Nc1ccccc1)N1C[C@@H]2[C@H](c3ccccc31)[C@@H](CO)N2Cc1ccc(F)cc1	-7.1
82	CN(C)CC(=O)Nc1ccc2c(c1)[C@H]1C[C@H](CC(=O)NCc3cccnc3)O[C@H](CO)[C@H]1O2	-1.5
